JMJD2A Tudor inh – inhibitors of human JMJD2A Tudor domain; O75164; AlphaScreen JMJD2A-Tudor / H3K4me3 peptide binding; Potency, µM (titrated, usually from 114 µM), for inactives: at the top dose activity change, negative = inhibition, actives largely listed as inhibitors; 390,000 compounds, 4.4% hits; also: potency is read from the fitted curve at half-maximal effect; % is scaled to controls: 0 for no effect and ±100 for the full control effect; nearly all actives have a fitted effect of over 50% in size
HP1b chromo inh – HP1-beta chromodomain-methylated histone interaction inhibition | P83916 | 390,000 compounds, 0.56% hits | AID 540317 | Potency, µM (doses to about 114 µM), inactives show at the highest dose activity change, negative = inhibition, most hits filed as inhibitors | AlphaScreen HP1-beta / biotin-H3K9me3 peptide binding; also: potency is read from the fitted curve at half-maximal effect; nearly all actives have a fitted effect of over 70% in size; inactives centre near 23
Target sequence (P83916 whole entry, looked up): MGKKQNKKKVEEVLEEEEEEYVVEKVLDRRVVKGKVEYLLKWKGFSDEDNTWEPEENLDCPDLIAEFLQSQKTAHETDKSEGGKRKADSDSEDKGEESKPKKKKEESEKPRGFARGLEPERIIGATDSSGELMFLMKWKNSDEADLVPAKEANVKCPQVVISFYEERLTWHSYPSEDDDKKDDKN
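AlphaScreen: HP1-beta (50 nM) preformed 30 min with biotin-H3(1-18)K9me3 peptide (50 nM) in PBS pH 7.4, 0.01% Tween-20. Compound added for 30 min at RT, then streptavidin donor/nickel chelate acceptor beads (10 ug/mL) for 30 min.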
G9a block – blocks human histone lysine methyltransferase G9a; Q96KQ7; G9a H3K9 monomethylation, AlphaScreen, 2 h; Potency, µM (top dose mostly 102 µM), for inactives: at the highest dose activity, negative = inhibition, usual class: inhibitors; AID 504332; 350,000 compounds, 8.8% hits; also: potency is read from the fitted curve at half-maximal effect; % is scaled to controls: 0 for no effect and ±100 for the full control effect; nearly all actives have a fitted effect of over 75% in size
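Readings reflect AlphaScreen signal from monomethyl-H3K9 antibody detection. HMT at 20 nM; substrate b-H3K9 500 nM; cofactor SAM 20 uM; 2 h RT reaction; compounds tested as titrations in qHTS with 15 min preincubation.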
ERG Ets-DNA blk – inhibitors of human ERG Ets domain-DNA interaction | P11308 | fluorescence polarization, His-ERG Ets domain / labelled DNA | Potency, µM (series often up to 76.9 µM), for the others: at the highest dose FP activity, negative = inhibition, most hits filed as inhibitors | 370,000 compounds, 0.028% hits | AID 624246; active = well fitted inhibition curve with a large enough effect in the polarisation, with a control signal flat; inconclusive = small, poorly fitted or top-dose-only effect, or effect the other way, or a change in a side signal; inactive = no such curve, though single readings can be large or run the other way; the % refers to the polarisation;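 also: polarization taken with two DNA probes labelled with fluorescein and Texas red; potency is read from the fitted curve at half-maximal effect; % of control where 0% means no effect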
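His-tagged ERG Ets domain (1 uM in the protein solution; 300mM KCl, 50mM Tris-HCl, 1mM EDTA, 1mM DTT, pH 7.5) received compound, then a probe mix of 5 nM fluorescein-DNA and 100nM Texas-615-DNA. Fluorescence polarization was read for both dyes.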
BAZ2B block – inhibitors of human BAZ2B bromodomain | AlphaScreen BAZ2B-H3K14Ac peptide displacement | 360,000 compounds, 4.4% hits | AID 504333 | Q9UIF8 | Potency, µM (highest dose often 114 µM), without a hit: at the highest dose activity change, negative = inhibition, usual class: inhibitors; also: potency is read from the fitted curve at half-maximal effect; % is scaled to controls: 0 for no effect and ±100 for the full control effect; nearly all actives have a fitted effect of over 60% in size
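BAZ2B 50 nM plus b-H3(5-23)K14Ac 50 nM, PBS pH 7.4/0.01% Tween-20, 30 min RT; compound added (max 110 uM), 30 min RT; streptavidin donor/Ni-chelate acceptor beads 10 ug/mL final, 20 min dark; AlphaScreen read.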
12-LOX inh – inhibitors of human 12S-lipoxygenase ALOX12; purified 12hLO, xylenol orange hydroperoxide absorbance; Potency, µM (titrated, usually from 108 µM), inactives show at the highest dose activity change, negative = inhibition, most hits filed as inhibitors; 580,000 compounds, 1.1% hits; AID 1671190; also: potency is read from the fitted curve at half-maximal effect; % is scaled to controls: 0 for no effect and ±100 for the full control effect
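Purified human 12hLO (150 nM final) in 25 mM Hepes, 0.01% Triton X-100, pH 7.0 was preincubated 15 min at room temperature with compound. Then 40 uM arachidonic acid was added, 30 min. Hydroperoxide was read by Fe-XO absorbance ratio 573/405 nm.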
RGS4 inh – inhibitors of human regulator of G protein signaling 4. P49798. Transcreener GDP fluorescence polarization, RGS4-accelerated GTP hydrolysis. Potency, µM (top dose mostly 114 µM), inactives show at the top dose activity change, negative = inhibition, actives largely listed as inhibitors. 390,000 compounds, 0.039% hits. AID 504845; also: potency is read from the fitted curve at half-maximal effect; % is scaled to controls: 0 for no effect and ±100 for the full control effect; nearly all actives have a fitted effect of over 75% in size; some results filed as inactive show a strong effect at the top dose
Target sequence (P49798 whole entry, looked up): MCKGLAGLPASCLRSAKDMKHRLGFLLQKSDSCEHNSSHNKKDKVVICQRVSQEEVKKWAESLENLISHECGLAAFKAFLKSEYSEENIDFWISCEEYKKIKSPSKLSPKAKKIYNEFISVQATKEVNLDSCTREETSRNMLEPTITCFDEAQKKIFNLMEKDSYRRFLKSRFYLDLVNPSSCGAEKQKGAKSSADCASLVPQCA
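MLSMR compounds (23 nl, pin-transferred) preincubated 10 min at room temperature with a 500nM (2x) first reagent, then RGS4 at 900nM (2x) plus Transcreener GDP mix added; fluorescence polarization (620/688 nm) read before and after 90 min at 30 °C.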
PI4K2A inh – PI4K2A (human) kinase inhibition | purified PI4K2A, ADP-Glo luminescence, 1 h; active compounds read low | activity change, negative = inhibition, % at 76.9 µM | 420,000 compounds, 0.13% hits; in the data active = activity change below about -50%; inconclusive = mostly about -30% to -49%;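 also: -100% = wells without enzyme as full effect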
Target sequence (Q9BTU6 whole entry, looked up): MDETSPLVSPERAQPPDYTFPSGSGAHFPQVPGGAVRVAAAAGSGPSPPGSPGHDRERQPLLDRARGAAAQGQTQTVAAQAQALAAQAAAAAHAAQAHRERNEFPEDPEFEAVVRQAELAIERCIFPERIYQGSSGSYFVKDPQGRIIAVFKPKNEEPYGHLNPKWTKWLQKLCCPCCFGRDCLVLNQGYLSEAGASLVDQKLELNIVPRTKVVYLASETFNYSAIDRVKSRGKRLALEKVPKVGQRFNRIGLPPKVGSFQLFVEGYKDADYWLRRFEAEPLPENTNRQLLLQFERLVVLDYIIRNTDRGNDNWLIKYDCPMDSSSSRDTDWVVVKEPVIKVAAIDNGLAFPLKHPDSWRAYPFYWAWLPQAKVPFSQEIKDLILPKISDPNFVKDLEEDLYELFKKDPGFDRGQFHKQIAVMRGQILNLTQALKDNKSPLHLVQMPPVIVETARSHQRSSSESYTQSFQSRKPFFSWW
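Compounds are screened against recombinant PI4K2A using PI as substrate and ATP, the latter dispensed at 300 microM. Reactions run one hour at ambient temperature before ADP-Glo detection; full inhibition defined by wells lacking enzyme.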
GLS inhibitor – glutaminase GLS (human) inhibition | Potency, µM (doses to about 45.5 µM), for the others: at the highest dose activity change, negative = inhibition, most hits filed as inhibitors | 410,000 compounds, 0.21% hits | AID 624170 | GLS enzymatic activity, qHTS titration; also: potency is read from the fitted curve at half-maximal effect; % is scaled to controls: 0 for no effect and ±100 for the full control effect
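Coupled fluorescence readout: glutamate oxidase/HRP/Amplex Red detect glutamate formed by hKGA from L-glutamine (1 mM solution added). Buffer 45 mM KH2PO4 pH 8.2, 0.02% Tween-20; reads at t0 and 30 min RT.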
* marks the source's active call; other numbers are inactive results; i = inactive; ? = inconclusive; nt = not tested or not shown; & = joins results of further samples; [ ] = dose if it differs, or a comment. Unless noted, calls follow the shape of the dose curve; as a rule, active = well fitted curve in the direction sought with a large enough effect; inconclusive = small, poorly fitted or top-dose-only effect, or another doubt; inactive = no such curve, though single readings can be large; an effect the other way counts as inactive or inconclusive. This is a subset, so the mix of outcomes need not match the whole.

The first 3 records as a preview:
1: CCCCOc1cccc(C2c3c(-c4cc(C)ccc4O)n[nH]c3C(=O)N2CCOC)c1 (configuration not stated)
2: CN1CCS/C1=C/C=C1/SC(=S)N(Cc2ccccc2)C1=O
3: O=C(NCCN1CCCCCC1)c1ccc(N2CCCC2=O)cc1

assay / compound,1,2,3
JMJD2A Tudor inh,?,?,-15%[11.4 µM]
HP1b chromo inh,12%,13µM*,27%
G9a block,-3%[59 µM],?,?
ERG Ets-DNA blk,9%,-28%,-2%
BAZ2B block,-34%,10µM*,-5%
12-LOX inh,?,4%,0%
RGS4 inh,-2%,-14%,-25%[11.4 µM]
PI4K2A inh,0,-3,-1
GLS inhibitor,11%,-2%,9%

Main list, from the first entry:
1: CCCCOc1cccc(C2c3c(-c4cc(C)ccc4O)n[nH]c3C(=O)N2CCOC)c1 (configuration not stated)
2: CN1CCS/C1=C/C=C1/SC(=S)N(Cc2ccccc2)C1=O
3: O=C(NCCN1CCCCCC1)c1ccc(N2CCCC2=O)cc1
4: CCCc1nc2ccccc2c(=O)n1CC(=O)c1ccc(F)cc1
5: CC1(C)CC(=O)c2c(O)cc(O)cc2O1
6: CCc1ccc(-n2nc(C)c3c(C)cc(=O)n(CC(=O)Nc4ccc(OC)c(OC)c4)c32)cc1

assay / compound,1,2,3,4,5,6
JMJD2A Tudor inh,?,?,-15%[11.4 µM],-12%,-11%,-15%
HP1b chromo inh,12%,13µM*,27%,27%,22%,29%
G9a block,-3%[59 µM],?,?,16%,5%[12.7 µM],12%[59 µM]
ERG Ets-DNA blk,9%,-28%,-2%,-2%,-5%,-1%
BAZ2B block,-34%,10µM*,-5%,4%,-4%,-2%
12-LOX inh,?,4%,0%,6%,-26%,-15%
RGS4 inh,-2%,-14%,-25%[11.4 µM],5%,-13%,-20%
PI4K2A inh,0,-3,-1,0,-1,4
GLS inhibitor,11%,-2%,9%,-9%,27%,-8%

7: CCOc1ccc(/C=N/NC(=S)NC2CC3CC2C2C=CCC32)cc1 (configuration not stated)
8: COc1ccccc1NC(=O)N1CCC(CN2CCc3ccccc3C2)CC1
9: CC(C)(C)OC(=O)N1CCC(c2c(C(=O)NCCN3CCC(Cc4ccccc4)CC3)cnn2-c2ccccc2)CC1
10: CC(C)Cc1ccc(C2=CSC3=NCCN23)cc1
11: Cc1ccc(S(=O)(=O)N2CCCC(C(=O)NNCC(=O)Nc3cc(F)ccc3F)C2)cc1 (configuration not stated)
12: COc1cccc(-c2nnc(SCC(=O)NCc3ccc4c(c3)OCO4)n2Cc2ccco2)c1

assay / compound,7,8,9,10,11,12
JMJD2A Tudor inh,-12%,-15%,-27%,-30%,-14%,-11%
HP1b chromo inh,14%,17%,2%,-18%,20%,25%
G9a block,8%,-25%[59 µM],?,nt,-61%,45µM*
ERG Ets-DNA blk,2%,-21%,-14%,-17%,-7%,-3%
BAZ2B block,?,-10%,-20%[57.1 µM],nt,nt,?
12-LOX inh,?,-24%,?,0%,-9%,?
RGS4 inh,-41%,-12%,-48%,-2%,18%,-34%
PI4K2A inh,-1,2,-3,3,-5,-6
GLS inhibitor,2%,3%,2%,-9%,-3%,9%

13: Cc1c(C(=O)O)oc2ccc(S(=O)(=O)NCc3ccccc3)cc12
14: COc1ccc(NC(=O)c2cc(S(=O)(=O)N3CCCCC3)c[nH]2)c(OC)c1
15: O=C(CCc1nc(CN2CCN(S(=O)(=O)c3ccc(F)cc3)CC2)no1)N1CCCCC1
16: CCc1nn2cc(C(=O)c3cc(C)ccc3O)cnc2c1-c1ccc(F)cc1
17: CC(C)(C)NC(=O)Cn1c(SCC(=O)Nc2nccs2)nc2ccccc21
18: C/C(=N\Nc1nnc2c3ccccc3n(C)c2n1)c1ccc(C)o1

assay / compound,13,14,15,16,17,18
JMJD2A Tudor inh,-17%,-26%,-35%,?,-9%[57.1 µM],?
HP1b chromo inh,23%,11%,49%[activator],15%,47%[activator],8%
G9a block,-10%,nt,-33%[59 µM],45µM*,-2%[59 µM],11%[59 µM]
ERG Ets-DNA blk,-6%,-12%,4%,0%,-2%,-6%
BAZ2B block,3%,-5%,-14%,?,-3%,-15%
12-LOX inh,-11%,-22%&33%,-6%,-18%,0%,9%
RGS4 inh,-15%,24%,0%,2%,-10%[56.9 µM],?
PI4K2A inh,4,0,-5,3,-6,0
GLS inhibitor,-1%,-8%,3%,2%,0%,27%

19: Cc1ccc(CNC(=O)CCCN2C(=O)CCn3nc(-c4cn(C)c5ccccc45)cc32)cc1
20: CCn1cc(Br)c(C(=O)N2CCN(c3ccccc3)CC2)n1
21: N/C(=N\NS(=O)(=O)c1ccccc1C(F)(F)F)c1ccccn1
22: COc1ccccc1N1CCN(C(=O)CCN2C(=O)c3cccc4cccc(c34)C2=O)CC1
23: Cc1nc(C(=O)N(C)C)nn1-c1ccc([N+](=O)[O-])cc1
24: Cc1[nH]nc(SCC(=O)N2CCCCC2)c1[N+](=O)[O-]

assay / compound,19,20,21,22,23,24
JMJD2A Tudor inh,-17%,-18%,3%,-8%,-11%,-11%
HP1b chromo inh,19%[57 µM],35%[activator],57%[activator],38%,-9%,25%
G9a block,4%[59 µM],?,nt,-4%,-9%,-4%[12.7 µM]
ERG Ets-DNA blk,-3%,nt,4%,-12%,-1%,3%
BAZ2B block,-4%,-5%,-8%,-10%,-6%,0%
12-LOX inh,-15%,-23%,i,-52%,4%,0%
RGS4 inh,-19%,-7%,12%,-6%,1%,-31%
PI4K2A inh,0,-2,-3,-3,6,-5
GLS inhibitor,5%,12%,29%,0%,-3%,-5%

25: Cc1nn(C(C)C(=O)N2CCOCC2)c(=O)c2nn(-c3ccccc3)c(C)c12 (configuration not stated)
26: CCOC(=O)c1cc2c(n(-c3ccc(Cl)cc3)c1=O)CCCC2=O
27: CN1CCN(CCCNC(=O)Cn2c(-c3cccs3)cc3cc(Cl)ccc32)CC1
28: CCC(CC)C(=O)Nc1cc(=O)n(C)c(=O)n1C
29: O=C(COC(=O)c1c2c(nc3ccccc13)CCCC2)c1cccs1
30: C#CC(C)(C)NC(=O)CSc1nc2c(c(=O)n(C)c(=O)n2C)n1CCCC

assay / compound,25,26,27,28,29,30
JMJD2A Tudor inh,?,-14%,-33%,-4%,-24%,1%
HP1b chromo inh,4%,10%,-6%,37%,11%,54%[activator]
G9a block,44%,9%,?,?,nt,7%
ERG Ets-DNA blk,4%,3%,2%,-10%,3%,-10%
BAZ2B block,-12%,10%,-37%,-24%,37%,13%
12-LOX inh,0%,0%,?,3%[57.4 µM],0%,171%[activator]
RGS4 inh,-12%,3%,-1%,-8%,4%,-3%
PI4K2A inh,-8,-6,3,1,-1,-2
GLS inhibitor,-1%,-5%,5%,-4%,1%,1%

31: Cc1ccc(S(=O)(=O)Cn2nnnc2C(c2ccc(F)cc2)N2CCCCC2)cc1 (configuration not stated)
32: CN(C)S(=O)(=O)c1cccc(NC(=O)c2n[nH]c(=O)c3ccccc23)c1
33: COc1ccc(CCNC(=O)c2cc(C(=O)c3cc(Cl)ccc3O)cn(CCc3ccc(OC)cc3)c2=O)cc1
34: CCOC(=O)c1csc(NC(=O)C2CCCCC2)n1
35: COc1ccc(Cl)c(NC(=O)Cn2nnc(-c3ccccc3N)n2)c1
36: CCCNC(=O)c1cc(-c2ccccc2)c(N2CCCCC2)s1

assay / compound,31,32,33,34,35,36
JMJD2A Tudor inh,-14%,-25%,?,-20%,-23%,-14%
HP1b chromo inh,32%,32%,1%,44%[activator],25%,38%
G9a block,-1%,0%,?,0%,-36%,-7%
ERG Ets-DNA blk,4%,-5%,nt,-5%,nt,8%
BAZ2B block,3%,nt,-6%,8%,-20%,11%
12-LOX inh,-8%,1%,-4%,0%,18%,7%
RGS4 inh,-8%,-4%,-6%,16%,-6%,-13%
PI4K2A inh,-8,0,2,7,-3,3
GLS inhibitor,-3%,-3%,11%,-17%,2%,-12%

Entries of single compounds as entered above.
CN(C)S(=O)(=O)c1cccc(NC(=O)c2n[nH]c(=O)c3ccccc23)c1 is listed as JMJD2A Tudor inh = -25%; HP1b chromo inh = 32%; G9a block = 0%; ERG Ets-DNA blk = -5%; BAZ2B block = nt; 12-LOX inh = 1%; RGS4 inh = -4%; PI4K2A inh = 0; GLS inhibitor = -3%
COc1ccc(Cl)c(NC(=O)Cn2nnc(-c3ccccc3N)n2)c1 is listed as JMJD2A Tudor inh = -23%; HP1b chromo inh = 25%; G9a block = -36%; ERG Ets-DNA blk = nt; BAZ2B block = -20%; 12-LOX inh = 18%; RGS4 inh = -6%; PI4K2A inh = -3; GLS inhibitor = 2%
